Bioassay records: PubChem BioAssay, several laboratories
NOD2 RIPK2 PPI: NOD2-RIPK2 protein interaction inhibition. O43353. CHO BLA complementation NOD2-RIPK2, CCF4 ratio. inhibition, % at 4.98 µM. 360,000 tested, 0.38% active; in the data active means inhibition above about 21%;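 further: 0% = vehicle only and 100% = reference blocker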
MC4R antagonist: human MC4R antagonism in cAMP assay | inhibition, % at 6.5 µM | 360,000 tested, 0.48% active | P32245 | MC4R-expressing cells, MTII-stimulated cAMP, LANCE TR-FRET;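 active means inhibition above its plate's cutoff, the mean of tested wells on that plate plus 3 SD, cut at about 29% in these data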;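 further: 0% = Melanotan II alone and 100% = Melanotan II plus saturating MCL0020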
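system = U2OS cells with stable human MC4R expression | also added = Melanotan II challenge after compound preincubation | dosing = one concentration, 6.5 µM nominal | incubation = compound 30 min, challenge 1 h, detection 1 h | measured by = TR-FRET with Eu-cAMP and labeled anti-cAMP, 671 nm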
LMP1 NFkB inh: Epstein-Barr LMP1 NF-kappaB reporter inhibition; inhibition, % at 12.5 µM; LMP1-induced NF-kappaB luciferase reporter cells, luminescence; 350,000 tested, 0.69% active; AID 504558; in the data active means inhibition above about 41%;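 further: 0% = neutral control wells and 100% = reference inhibitor control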
NCOA2 inhibitor: inhibits human steroid receptor coactivator 2 | HEK293 GAL4-SRC2 luciferase reporter, luminescence | 370,000 tested, 0.17% active | inhibition, % at 9 µM | Q15596;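 active means inhibition above the mean inhibition of all tested compounds plus 3 SD, set per campaign, cut at about 52% in these data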;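 further: 0% = DMSO treated cells and 100% = cells given Gossypol at 36 µM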
Target sequence (Q15596 whole entry, looked up, the tested form may be a part): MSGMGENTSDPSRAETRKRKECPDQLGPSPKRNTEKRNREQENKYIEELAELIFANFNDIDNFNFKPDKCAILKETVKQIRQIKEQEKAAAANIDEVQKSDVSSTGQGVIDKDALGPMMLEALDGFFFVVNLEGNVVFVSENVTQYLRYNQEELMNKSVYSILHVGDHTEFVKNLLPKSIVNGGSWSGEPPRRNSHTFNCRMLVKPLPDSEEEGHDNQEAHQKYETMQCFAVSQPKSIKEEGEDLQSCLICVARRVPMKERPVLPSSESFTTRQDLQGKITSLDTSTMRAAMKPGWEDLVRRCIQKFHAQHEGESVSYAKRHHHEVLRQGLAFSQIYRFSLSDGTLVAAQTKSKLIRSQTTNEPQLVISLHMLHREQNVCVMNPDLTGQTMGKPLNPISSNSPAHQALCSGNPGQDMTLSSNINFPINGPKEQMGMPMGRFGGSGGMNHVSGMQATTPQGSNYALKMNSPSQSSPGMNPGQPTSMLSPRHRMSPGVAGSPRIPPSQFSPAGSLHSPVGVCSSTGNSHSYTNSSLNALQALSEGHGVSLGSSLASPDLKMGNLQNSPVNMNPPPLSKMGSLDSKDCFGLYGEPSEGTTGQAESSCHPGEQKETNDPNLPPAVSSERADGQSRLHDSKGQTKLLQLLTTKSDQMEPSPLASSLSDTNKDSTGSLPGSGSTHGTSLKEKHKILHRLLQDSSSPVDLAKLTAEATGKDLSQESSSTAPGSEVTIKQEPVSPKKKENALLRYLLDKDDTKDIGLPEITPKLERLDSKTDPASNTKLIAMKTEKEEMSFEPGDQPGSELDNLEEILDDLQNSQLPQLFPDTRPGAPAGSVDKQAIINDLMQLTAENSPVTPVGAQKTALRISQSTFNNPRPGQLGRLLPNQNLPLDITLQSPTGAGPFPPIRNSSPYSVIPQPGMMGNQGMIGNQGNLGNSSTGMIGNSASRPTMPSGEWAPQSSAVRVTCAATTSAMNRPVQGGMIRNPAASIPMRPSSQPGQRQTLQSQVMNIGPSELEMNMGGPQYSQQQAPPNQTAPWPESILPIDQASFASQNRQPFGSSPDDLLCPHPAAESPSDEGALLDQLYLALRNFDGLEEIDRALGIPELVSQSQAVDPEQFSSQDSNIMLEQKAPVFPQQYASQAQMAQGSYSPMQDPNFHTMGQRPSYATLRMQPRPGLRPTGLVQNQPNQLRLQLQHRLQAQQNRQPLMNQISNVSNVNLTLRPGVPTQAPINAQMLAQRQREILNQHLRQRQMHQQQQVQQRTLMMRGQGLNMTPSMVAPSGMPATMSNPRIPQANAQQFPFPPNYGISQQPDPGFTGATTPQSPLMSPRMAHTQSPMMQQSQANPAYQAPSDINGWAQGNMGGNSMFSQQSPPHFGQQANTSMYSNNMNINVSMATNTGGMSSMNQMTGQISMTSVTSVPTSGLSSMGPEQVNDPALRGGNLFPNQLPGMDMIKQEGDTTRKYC
SRC1 inh: human NCOA1 inhibition; HEK293 GAL4-SRC1 luciferase reporter, luminescence; inhibition, % at 3.6 µM; 360,000 tested, 0.12% active; AID 588354;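 active means inhibition above the campaign mean plus 3 SD, with each screening campaign given its own cutoff, cut at about 60% in these data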;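 further: 0% = DMSO treated cells and 100% = gossypol at 36 µM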
TLR9-MyD88 block: blocks human TLR9 binding to MyD88 | Q9NR96+Q99836 | CHO BLA complementation TLR9-MyD88, CCF4 FRET ratio | inhibition, % at 4.98 µM | 340,000 tested, 0.21% active;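 active means inhibition above the mean over all tested compounds plus 3 SD, cut at about 21% in these data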;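 further: 0% = DMSO only wells and 100% = clavulanate BLA inhibitor control wells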
MC4R ag barr: human MC4R agonism via beta-arrestin; 360,000 tested, 0.98% active; AID 540308; P32245; U2OS MC4R beta-arrestin complementation, luminescence; percent of melanotan II response, DMSO zero; activation, % at 8.9 µM;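 active means activation above a per-plate cutoff, the mean activation of sample wells on that plate plus 3 SD, cut at about 8% in these data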
NR2F2 inh: NR2F2 (human) inhibition, primary screen | 370,000 tested, 0.7% active | AID 686940 | P24468 | inhibition, % at 8.6 µM | HEK293T NGFI-A luciferase reporter, luminescence;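 active means inhibition above a per-plate cutoff, mean inhibition of test wells between control levels plus 3 SD, cut at about 38% in these data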;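 further: cells cotransfected with COUP-TFII expression vector driving the NGFI-A reporter; 0% = median of COUP-TF2 test wells and 100% = reporter-only cells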
NCOA3 inh: inhibits human SRC3 coactivator | inhibition, % at 3.6 µM | 360,000 tested, 0.17% active | HEK293 GAL4-SRC3 luciferase reporter, luminescence | Q9Y6Q9;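 active means inhibition above a per-campaign cutoff, the mean of all compounds plus 3 SD, cut at about 60% in these data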;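 further: 0% = DMSO-treated cells and 100% = gossypol-treated cells at 36 µM; higher means less SRC3-driven luciferase light from the GAL4 reporter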
ABHD5 PLIN5 PPI: inhibitors of human ABHD5-perilipin-5 interaction; 360,000 tested, 0.78% active; Q00G26+Q8WTS1; Split G. princeps luciferase complementation, luminescence, 4 h; inhibition, % at 4 µM;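 active means inhibition above the mean inhibition across every tested compound plus 3 SD, cut at about 22% in these data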;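 further: 0% = DMSO only wells and the 100% control is not disclosed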
LRH-1 inv ag: NR5A2 inverse agonism in reporter assay | 360,000 tested, 0.13% active | inhibition, % at 3.6 µM | HEK293T StAR-luciferase reporter, LRH-1 transfected, 24 h | O00482;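 active means inhibition above the mean inhibition of all tested compounds plus 3 SD, cut at about 73% in these data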;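 further: 0% = DMSO wells and 100% = reporter-only cells lacking LRH-1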
An asterisk follows results filed as active; nt = no result given. An excerpt. The share of hits here may be higher or lower than overall.

SMILES | NOD2 RIPK2 PPI | MC4R antagonist | LMP1 NFkB inh | NCOA2 inhibitor | SRC1 inh | TLR9-MyD88 block | MC4R ag barr | NR2F2 inh | NCOA3 inh | ABHD5 PLIN5 PPI | LRH-1 inv ag
O=C(Nc1ccccc1Br)c1ccccc1-c1ccccc1 | -11 | 5 | 10 | -32 | 6 | -6 | 2.1 | 11 | 8 | -3 | 10
c1cc(-c2sc(-c3ccncc3)c(-c3ccncc3)c2-c2ccncc2)ccn1 | -7 | 6 | nt | 19 | 14 | nt | -0.1 | 24 | 13 | 11 | -13
O=C(Cn1nnc(-c2ccccc2)n1)NC1CCS(=O)(=O)C1 (configuration not stated) | 3 | 4 | 4 | -11 | -12 | 9 | -4.6 | -19 | -12 | 2 | 10
O=C1[C@H]2[C@@H](c3ccccc3)N[C@]3(CCCN(Cc4ccc(C(F)(F)F)cc4)C3=O)[C@H]2C(=O)N1Cc1ccccc1 | -14 | 8 | 6 | 21 | -3 | 7 | 1.3 | 18 | 5 | -5 | 2
[O-]/[N+](=C\c1ccco1)c1ccc(Cl)cc1 | -4 | 4 | -21 | -5 | -14 | -5 | -1.9 | 1 | -47 | -14 | -6
CC(=O)N1c2ccc(S(=O)(=O)N3CCC(C(=O)N4CCC(C)CC4)CC3)cc2CC1C (configuration not stated) | -5 | 2 | 5 | -17 | -25 | -7 | -0.4 | 8 | 14 | -1 | -15
COC(=O)[C@]12CCCCC=C1N(CCc1ccc(OC)c(OC)c1)C(=O)[C@H](CC(=O)NCC13CC4CC(CC(C4)C1)C3)C2 | 2 | nt | nt | 8 | nt | nt | nt | -2 | nt | 0 | 4
CC(C)n1cc(C(=O)N2CCCC(N3CCN(c4ccc(F)cc4)CC3)C2)cn1 (configuration not stated) | -9 | 3 | 3 | -13 | -4 | -3 | -0.9 | -5 | 2 | -1 | 16
CCOC(=O)C1CCN(C(=O)COC(=O)CNC(=O)c2ccc(OC)cc2)CC1 | -5 | 6 | -6 | -25 | -1 | -1 | 0.1 | -10 | -2 | -7 | 8
Cc1ccc(OCc2nnc(NC(=O)c3ccco3)s2)c(C)c1 | -3 | -2 | -6 | -17 | -5 | 4 | 3.3 | -16 | -1 | -4 | -6
CC(=O)c1ccc(OCC(C)Oc2ccc(C#N)cc2)cc1 (configuration not stated) | 5 | 3 | -1 | 7 | 5 | -3 | -0.5 | 6 | -6 | 2 | -13
CC1CCCCC1NC(=O)CSc1nnc(COc2ccccc2Cl)o1 (configuration not stated) | -12 | -2 | 1 | 8 | 2 | -7 | 1.5 | 5 | 8 | 4 | -20
COc1ccc(CC(=O)NNC(=O)CCc2ccccc2)cc1OC | 0 | 1 | 2 | 31 | -12 | 11 | -1.7 | 5 | -2 | -5 | 2
C#CCOCCOCCOCCNc1nc(N2CCN(C(=O)[C@H]([C@@H](C)CC)n3cc([C@@H](N)CC(C)C)nn3)CC2)nc(N2CCN(C(=O)[C@H](Cc3ccc(O)cc3)n3cc([C@@H](N)C(C)CC)nn3)CC2)n1 (some centres not stated) | -4 | 4 | -1 | -12 | 0 | -2 | -2.1 | 15 | -27 | 11 | -28
O=C(c1n[nH]c(=O)c2ccccc12)N1CCN(c2ccc(F)cc2)CC1 | -7 | 2 | -4 | -3 | -9 | -5 | -1.0 | -15 | 21 | 2 | 5
Cc1cccc(N2CCN(C(=O)C3CCN(S(=O)(=O)c4cccc5nsnc45)CC3)CC2C)c1 (configuration not stated) | -1 | 12 | 14 | 31 | -7 | -3 | -0.2 | 21 | -3 | -1 | 11
N#Cc1ccc(CSc2nnc(-c3ccccc3)n2Cc2ccco2)cc1 | 0 | 5 | 0 | -18 | 4 | 3 | -1.1 | -5 | 18 | 4 | 6
Cc1cccc(OCc2nnc(SCC(=O)Nc3ncc(C)s3)o2)c1 | 12 | -4 | 1 | 7 | -6 | 4 | -1.5 | 11 | 12 | -31 | 13
Cc1cc(NCc2cccnc2)no1 | -13 | -4 | -1 | 12 | 25 | 13 | 1.4 | 11 | 29 | 1 | 20
CCOC(=O)c1sc(NC(=O)c2c(OC)cccc2OC)nc1C | 8 | 4 | -1 | -29 | 9 | 2 | 0.4 | -5 | 12 | 2 | 7
Cc1ccc(C(=O)NC2CCN(S(=O)(=O)c3ccccc3)CC2)cc1 | 1 | 0 | 2 | -8 | -12 | -2 | -1.9 | 2 | 16 | -2 | -18
Cc1ccc(N(CC(=O)NC(C)(C)C)C(=O)CS(=O)CC(=O)Nc2ccc3c(c2)OCO3)cc1 (configuration not stated) | -5 | 4 | 3 | -6 | -11 | 8 | -4.5 | 12 | -7 | 1 | 4
Fc1ccc2cnc(CCO[C@H]3CCCCO3)cc2c1 | -6 | -3 | 15 | -53 | -121 | -10 | -0.5 | -34 | -99 | 8 | -119
CCOc1ccc(C(=O)CCC(=O)Nc2cc(C)ccn2)cc1 | -4 | -1 | -8 | -27 | -34 | -3 | -1.6 | -6 | -42 | -11 | -21
CCC(C(=O)NC(C)CCc1ccccc1)n1nc(C)n2c(cc3occc32)c1=O (configuration not stated) | -5 | 8 | -6 | nt | 0 | -9 | -1.1 | nt | 1 | 4 | -6

Continued:
SMILES | NOD2 RIPK2 PPI | MC4R antagonist | LMP1 NFkB inh | NCOA2 inhibitor | SRC1 inh | TLR9-MyD88 block | MC4R ag barr | NR2F2 inh | NCOA3 inh | ABHD5 PLIN5 PPI | LRH-1 inv ag
CC12CCC(C/C1=N/NC(=O)COc1ccccc1Cl)C2(C)C (configuration not stated) | -2 | 3 | -2 | 17 | 3 | 1 | -1.6 | -17 | 8 | 0 | 13
COc1ccc(NC(=O)c2ccc(NC3CC(=O)N(c4ccc(C)cc4C)C3=O)cc2)cc1 (configuration not stated) | -9 | 10 | 4 | -20 | -6 | -4 | 8.2* | -20 | 10 | -3 | 1
CCCCNC(=O)c1onc(CSc2ccccc2)c1C(=O)NCCCC | -6 | 2 | -14 | -4 | 2 | -7 | 1.0 | 5 | -3 | -2 | -13
Cc1ccc(Sc2ncccc2COC(=O)Nc2c(C)cccc2C)cc1 | -4 | -1 | 2 | 1 | 0 | -11 | 1.2 | 9 | 14 | -4 | -20
COc1ccc(-c2nc(C#N)c(NCc3ccccc3Cl)o2)cc1OC | -2 | -12 | 2 | -22 | -35 | -14 | 13* | 11 | -8 | -7 | -18
C=CCNC(=O)C1CCN(C(=O)c2ccc(-c3ccccc3)cc2)CC1 | -5 | -2 | 1 | 5 | -1 | 4 | -2.1 | 8 | 6 | -3 | 13
Cc1cc(C)nc(/N=C(\N)Nc2cccc(OCc3ccccc3)c2)n1 | 7 | -10 | -3 | 11 | -21 | -11 | -2.3 | 27 | 14 | 6 | 24
CCCC(=O)N1CCC1(C)C(=O)NS(=O)(=O)c1cc(C)ccc1F (configuration not stated) | -12 | -6 | nt | -8 | 6 | nt | 2.1 | 6 | 5 | 7 | 13
CC(C)(C)C(=O)NCc1ccc(C(=O)CSc2nnc3n2CCCCC3)s1 | -3 | 11 | -4 | -4 | -14 | 0 | 0.0 | -8 | -5 | -9 | -2
O=C(CN(Cc1ccccc1Cl)C(=O)CCC(=O)Nc1nccs1)NCC1CCCO1 (configuration not stated) | -3 | 5 | -2 | 19 | 3 | 2 | 0.7 | 5 | -5 | -9 | 4
Cc1ccc2oc(C(=O)N3CCCCCC3)c(C)c2c1 | -3 | -4 | -20 | -36 | -49 | -5 | -4.5 | -51 | -62 | 4 | -85
CCOC(=O)C1(C)CCCN(C(=O)c2cc(F)cc(F)c2)C1 (configuration not stated) | -3 | -1 | nt | -5 | -10 | nt | 0.6 | 0 | 5 | -7 | -12
Cc1ccc(C(=O)Nc2cccc(S(=O)(=O)N3CCCC3)c2)o1 | -1 | -2 | -1 | 3 | -12 | 6 | -1.2 | -4 | 4 | 4 | 8
CC(C)C(=O)Nc1ccc(NC(=O)c2ccccn2)cn1 | -9 | -7 | 33 | -45 | -101 | 5 | 1.9 | -27 | -80 | 8 | -92
Cc1ccc(C(=O)NCc2ccc(Cl)cc2)cc1S(=O)(=O)N1CCCCC1 | -3 | 7 | -5 | -5 | 3 | -4 | -2.3 | 3 | -7 | -2 | -10
CC(NC(=O)Cc1ccc(S(=O)(=O)N2CCCCC2)cc1)c1ccccc1 (configuration not stated) | -6 | 11 | -4 | 10 | 1 | -6 | -0.5 | 10 | 1 | 0 | 0
CCc1c(C)nc2cc(-c3ccc(OC)c(OC)c3)nn2c1N1CCC(C)CC1 | -12 | 3 | 9 | -32 | 5 | 3 | 0.1 | -8 | -10 | -9 | -5
CC(=O)Oc1oc(-c2ccccc2)nc1C=Nc1ccc(N(C)C)cc1 | 5 | 23 | 6 | -3 | -14 | 1 | 0.7 | 15 | 6 | 1 | -22
Cc1cc(C)n(-c2nc3c(c(=O)[nH]c(=O)n3C)n2C)n1 | -1 | -3 | 0 | 5 | 11 | -1 | 1.5 | -3 | 25 | 0 | -10
Cc1cc(C(=O)OCC(=O)NC(C)C)c2ccccc2n1 | -7 | 15 | -5 | 3 | -2 | -3 | -0.1 | -5 | -5 | -4 | 3
Cc1cc(C(=O)NNC(=O)c2ccccc2[N+](=O)[O-])c(C)o1 | 3 | -5 | -5 | -10 | -10 | 5 | -3.4 | -8 | -11 | 1 | -19
COc1cccc(/C=N/N=C(\N)c2nonc2N)c1O | -14 | -3 | -20 | -40 | -102 | 2 | -1.1 | -29 | -60 | 1 | -141
COc1nccnc1NS(=O)(=O)c1ccc(NC(=S)NC(=O)c2cccnc2)cc1 | 4 | 2 | -4 | -1 | -1 | -6 | -3.2 | 16 | 16 | 3 | -14
CCCC1CC(C(=O)NC(C(C)Cl)C2OC(SC)C(O)C(O)C2O)N(C)C1 (configuration not stated) | -6 | 0 | -3 | 12 | -54 | -10 | 0.9 | 4 | -6 | 5 | -17
CCn1nnnc1NCc1ccc(SC)cc1 | 3 | 1 | 15 | 5 | 6 | -1 | -1.0 | 13 | 3 | 7 | -6
COc1ccc(-c2noc(C(C)NC(=O)c3ccco3)n2)cc1OC (configuration not stated) | -12 | 8 | 6 | -3 | -20 | -3 | -1.7 | 2 | -17 | -3 | 2
O=C(CCS(=O)(=O)c1ccc(Br)cc1)NCCc1ccccc1 | -2 | 24 | 12 | 8 | 4 | -3 | 0.8 | 14 | -2 | 0 | 3
CCOc1ccc(C(C)C)cc1S(=O)(=O)Nc1ccc(Cl)cn1 | -3 | 11 | 5 | -13 | -26 | 10 | 0.5 | -13 | 6 | -5 | -11
COC(=O)[C@]12CCCCC=C1N(Cc1ccc3c(c1)OCO3)C(=O)[C@H](CC(=O)NCCC(C)C)C2 | 0 | nt | nt | 6 | nt | nt | nt | 2 | nt | -13 | 3
CCc1nc2c(OCc3ccccc3C(=O)OC)cccn2c1N(C)C(=O)c1cccs1 | 8 | 7 | nt | -1 | 6 | nt | -1.2 | 25 | 7 | 5 | -1
